Assay outcomes deposited in PubChem BioAssay by National Center for Advancing Translational Sciences (NCATS).
Vif-APOBEC3G blk: Vif-A3G binding inhibition; Potency, µM (highest dose often 46.1 µM), inactives show top-dose activity, negative = active, actives largely listed as inhibitors; actives 0.076% (n = 410,000); HeLa A3G-eYFP + Vif (tagged APOBEC3G with the HIV-1 protein that degrades it), YFP fluorescence, overnight; Q9HC16;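 also: % is scaled to controls: 0 for no effect and ±100 for the full control effect; nearly all actives have a fitted effect of over 60% in size; hits raise eYFP signal because A3G escapes Vif-driven loss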
Target sequence (Q9HC16 whole entry, looked up): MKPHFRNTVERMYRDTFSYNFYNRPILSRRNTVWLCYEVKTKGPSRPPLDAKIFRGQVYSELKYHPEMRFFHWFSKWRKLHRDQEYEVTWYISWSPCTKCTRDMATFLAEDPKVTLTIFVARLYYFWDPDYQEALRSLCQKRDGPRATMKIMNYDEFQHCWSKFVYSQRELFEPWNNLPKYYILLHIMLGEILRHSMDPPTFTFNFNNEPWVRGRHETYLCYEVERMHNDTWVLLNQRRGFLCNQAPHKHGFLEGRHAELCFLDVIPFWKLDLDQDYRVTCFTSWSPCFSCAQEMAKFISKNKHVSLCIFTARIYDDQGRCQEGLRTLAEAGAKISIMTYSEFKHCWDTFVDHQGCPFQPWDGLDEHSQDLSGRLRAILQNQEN
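HeLa cells stably expressing Vif and C-terminally eYFP-tagged A3G, seeded overnight at 37 deg C, then exposed to compound by pintool overnight at 37 deg C. Rise in yellow fluorescence (Ex 488/Em 500-530, Acumen) marks blocked Vif-driven A3G degradation.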
TrxR1 substrate: rat thioredoxin reductase 1 substrate activity; purified TrxR1 substrate turnover, NADPH consumption readout; O89049; Potency, µM (top dose mostly 114 µM), for inactives: top-dose activity change, negative = substrate turnover; actives 0.01% (n = 390,000); also: % is scaled to controls: 0 for no effect and ±100 for the full control effect; nearly all actives have a fitted effect of over 50% in size
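Rat TrxR1, dispensed at 90 nM, was prereduced with 400 uM NADPH (final) for 5 min at ~22 deg C, then incubated with compound 15 min before 400 uM selenite. A first-read NADPH fluorescence drop versus no-compound background flagged substrates.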
RXFP1 ag: activates the human relaxin receptor RXFP1; actives 0.3% (n = 370,000); Q9HBX9; Potency, µM (doses to about 57.5 µM), inactives show top-dose activation, actives largely listed as activators; HEK293T-RXFP1 cAMP TR-FRET, 30 min; response scale: percent of porcine relaxin response, buffer zero; also: % is scaled to controls: 0 for no effect and ±100 for the full control effect; nearly all actives have a fitted effect of over 60% in size; many of its hits are not listed in these tables
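cAMP rise read by TR-FRET after 30 min, 37C compound exposure (up to 58 uM) in RXFP1-transfected HEK293 cells with Ro 20174 present. EC50 from Hill-equation fits, with 29 nM porcine relaxin as 100% and buffer as basal.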
RGS4 inhibitor: human RGS4 inhibition; Transcreener GDP fluorescence polarization, RGS4-accelerated GTP hydrolysis; AID 504845; Potency, µM (top dose mostly 114 µM), without a hit: at the highest dose activity change, negative = inhibition, actives largely listed as inhibitors; P49798; actives 0.039% (n = 390,000); also: % is scaled to controls: 0 for no effect and ±100 for the full control effect; nearly all actives have a fitted effect of over 75% in size; some results filed as inactive show a strong effect at the top dose
Target sequence (P49798 whole entry, looked up): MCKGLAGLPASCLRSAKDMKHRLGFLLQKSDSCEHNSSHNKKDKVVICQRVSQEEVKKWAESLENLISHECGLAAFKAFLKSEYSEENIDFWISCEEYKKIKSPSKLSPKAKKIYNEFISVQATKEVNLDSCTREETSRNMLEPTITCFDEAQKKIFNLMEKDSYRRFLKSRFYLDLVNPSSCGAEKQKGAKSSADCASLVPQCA
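MLSMR compounds (23 nl, pin-transferred) preincubated 10 min at room temperature with a 500nM (2x) first reagent, then RGS4 at 900nM (2x) plus Transcreener GDP mix added; fluorescence polarization (620/688 nm) read before and after 90 min at 30 °C.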
USP1 inh: USP1/UAF1 (human) deubiquitinase inhibition. actives 0.23% (n = 390,000). AID 743255. Potency, µM (highest dose often 57.1 µM), for the others: top-dose activity change, negative = inhibition, hits mostly inhibitors. recombinant USP1/UAF1, Ub-Rhodamine cleavage fluorescence. O94782; also: % is scaled to controls: 0 for no effect and ±100 for the full control effect; nearly all actives have a fitted effect of over 60% in size; inactives centre near -12
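USP1/UAF1 complex (1 nM) preincubated 15 min at room temperature with compound, then Ub-Rho substrate (150 nM final) added. Kinetic fluorescence at 480/540 nm over 6 reads at 60 s intervals; 50 mM HEPES pH 7.8, 0.5 mM EDTA, 0.1 mg/ml BSA, 1 mM TCEP, 0.01% Tween-20.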
Vif-A3F inh: blocks the Vif interaction with APOBEC3F. HeLa A3F-eYFP + Vif (tagged APOBEC3F with the HIV-1 protein that degrades it), YFP fluorescence increase. Potency, µM (doses to about 46.1 µM), for the others: at the top dose activity, negative = active. actives 0.2% (n = 390,000); also: % of control where 0% means no effect; nearly all actives have a fitted effect of over 65% in size
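HeLa cells stably expressing Vif plus C-terminally eYFP-tagged A3F were seeded, incubated overnight at 37 deg C, dosed with compound, incubated overnight again at 37 deg C. Yellow fluorescence (Ex 488/Em 500-530) reported blocked Vif-mediated A3F-eYFP degradation.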
TrxR1 inh: rat TrxR1 inhibition; O89049; recombinant rTrxR1, NADPH fluorescence consumption, selenite substrate; Potency, µM (doses to about 114 µM), for inactives: top-dose activity change, negative = inhibition, hits mostly inhibitors; actives 1% (n = 390,000); AID 588453; also: % is scaled to controls: 0 for no effect and ±100 for the full control effect; nearly all actives have a fitted effect of over 65% in size
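Rat TrxR1 (90 nM in the dispensed reagent) was pre-reduced with 400 uM NADPH for 5 min at room temperature, then incubated with compound for 15 min. After 400 uM selenite was added, NADPH fluorescence (Ex 340/Em 450 nm) was followed for 8 min.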
ALOX12 inh: ALOX12 (human) lipoxygenase inhibition; P18054; purified 12hLO, xylenol orange hydroperoxide absorbance; Potency, µM (series often up to 108 µM), for the others: top-dose activity change, negative = inhibition, actives largely listed as inhibitors; actives 1.1% (n = 580,000); also: % is scaled to controls: 0 for no effect and ±100 for the full control effect
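Purified human 12hLO at 150 nM in 25 mM Hepes, 0.01% Triton X-100, pH 7.0, preincubated 15 min at room temperature with compound. Reaction started with 40 uM arachidonic acid, 30 min at room temperature. Hydroperoxide measured by Fe-xylenol orange, 573/405 nm absorbance ratio.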
mIDH1 inhibitor: inhibitors of human mutant IDH1 R132H; AID 602179; Potency, µM (top dose mostly 76.6 µM), inactives show top-dose activity change, negative = inhibition, actives largely listed as inhibitors; actives 0.093% (n = 390,000); IDH1-R132H enzyme, NADPH consumption, diaphorase/resazurin fluorescence; O75874; also: % is scaled to controls: 0 for no effect and ±100 for the full control effect; nearly all actives have a fitted effect of over 65% in size
Target sequence (O75874 whole entry R132H, stated change not applied): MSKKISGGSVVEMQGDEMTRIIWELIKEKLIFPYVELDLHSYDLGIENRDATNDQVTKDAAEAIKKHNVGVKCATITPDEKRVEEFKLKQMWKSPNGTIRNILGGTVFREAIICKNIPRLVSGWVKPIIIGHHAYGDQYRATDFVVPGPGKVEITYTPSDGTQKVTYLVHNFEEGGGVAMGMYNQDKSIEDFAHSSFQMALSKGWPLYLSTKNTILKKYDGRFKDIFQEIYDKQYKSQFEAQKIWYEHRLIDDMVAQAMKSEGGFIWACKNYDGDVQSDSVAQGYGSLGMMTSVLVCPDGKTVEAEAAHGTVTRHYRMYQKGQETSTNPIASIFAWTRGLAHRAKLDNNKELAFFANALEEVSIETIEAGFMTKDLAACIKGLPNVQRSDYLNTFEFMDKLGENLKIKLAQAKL
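IDH1-R132H (0.5 ug/mL dispensed) in pH 7.5 Tris buffer was preincubated 30 min with compound, then given a substrate mix of 0.016 mM NADPH and 2 mM alpha-KG for 80 min at room temperature; remaining NADPH was read by diaphorase/resazurin fluorescence.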
* marks the source's active call; other numbers are inactive results; ? = inconclusive; / = no result given; & = joins results of further samples; [ ] = remark or other dose. Calls follow the shape of the dose curve; as a rule, active = well fitted curve in the direction sought with a large enough effect; inconclusive = small, poorly fitted or top-dose-only effect, or another doubt; inactive = no such curve, though single readings can be large; an effect the other way counts as inactive or inconclusive. Potency is read from the fitted curve at half-maximal effect. An excerpt; count on the stated rates, not on these rows.

SMILES,Vif-APOBEC3G blk,TrxR1 substrate,RXFP1 ag,RGS4 inhibitor,USP1 inh,Vif-A3F inh,TrxR1 inh,ALOX12 inh,mIDH1 inhibitor
CN1CCN(c2ccc(-c3ccnn3C(=O)Nc3ccccc3)cc2)CC1,-1%,-1%,3.6%,-28%,-11%,3%,-8%,0%,-2%
Cc1ccc(NC(=O)Nc2ccc(F)cc2F)c(OC(F)F)c1,-1%,-1%,-0.9%,-5%,-10%,-4%,24%,-1%,-6%
CCN(C(=O)COc1ccccc1C(=O)NCc1ccccc1)C1CCS(=O)(=O)C1 (stereo not given),2%,0%,0.0%,-41%,-6%,-10%,11%,-2%,-2%
CCOc1ccccc1NC(=O)C1CCCN(S(=O)(=O)c2ccc(-n3cnnn3)cc2)C1 (stereo not given),-2%,4%,1.3%,10%,-13%,-17%,16%,-8%,-7%
Cc1nn(-c2ccccc2)nc1C(=O)c1c(C)[nH]n(-c2ccccc2)c1=O,2%,-7%,-0.9%,-10%,-15%,-1%,-11%,78%[activator],-6%
COc1cc(NC(=O)c2ccc3c(c2)OCCO3)ccc1NC(=O)c1ccccc1Cl,-6%,6%,0.3%,-18%,-23%,1%,31%,-4%,1%
Cc1ccccc1CC(=O)Nc1cccc(S(=O)(=O)N2CCCC2)c1,0%,1%,-0.6%,-12%,-24%,-10%,-2%,?,10%
CCC(C)n1cnc2c(c1=O)c1nc3ccccc3nc1n2-c1ccc2c(c1)OCCO2 (stereo not given),-4%,9%[57.1 µM],3.3%,-6%,-8%,-1%,-2%,12%,5%
O=c1[nH]cnc2c1sc(=S)n2-c1ccccc1,0%,-6%,2.3%,?,-3%,3%,-12%,?,1%
CC1=NN(c2ccccc2)C(=O)/C1=C\N(O)c1ccccc1,-4%,-4%,-0.8%,?,?,?,-12%,-14%,16%
CCOC(=O)Nc1ccc2c(c1)N(C(=O)CCN1CCN(CCO)CC1)c1ccccc1S2,0%,12%[57.1 µM],/,-7%,-11%,-5%,3%[57.1 µM],15%,5%
COc1ccccc1OCC(=O)Nc1cccc(C(=O)N2CCOCC2)c1,1%,5%[57.1 µM],0.3%,-26%,-5%,-1%,12%,-4%,2%
CCOC(=O)Cn1nc(C)c(NC(=O)c2ccc(Br)o2)c1C,1%,4%,2.3%,-7%,-20%,-8%,20%,14%,0%
Cc1ccc(NC(=O)[C@@H]2CCCN2S(=O)(=O)c2ccccc2F)cc1,4%,5%,0.0%,4%,-24%,?,15%,-21%,4%
NC(=O)CCCC1=NS(=O)(=O)c2ccccc2N1,-3%,20%[57.1 µM],2.7%,-9%,-17%,-2%,25%[57.1 µM],0%,2%
Cc1cccc(-n2ccnc2SCC(=O)N2CCCc3ccccc32)c1C,1%,1%,2.2%,-14%,-21%,-5%,7%,-16%,0%
COc1ccc(Cl)cc1NC(=S)Nc1cccc(C)c1,1%,8%[57.1 µM],0.3%,-1%,-2%,?,26%[57.1 µM],?,6%
COc1ccc(S(=O)(=O)N2CCOCC2)cc1NC(=O)c1cc2ccccc2o1,-15%,1%[57.1 µM],3.2%,-12%,-9%,?,6%[57.1 µM],-30%,-2%
Cc1ccc(Cl)cc1N1CCN(S(=O)(=O)N2CCCCC2)CC1,1%,-3%[57.1 µM],2.4%,11%,-21%,-4%,3%[57.1 µM],-16%,0%
Cc1nn(Cc2ccc(Cl)cc2Cl)c(C)c1NC(=O)C1C2CCC(O2)C1C(=O)O (stereo not given),4%,-4%,-0.7%,2%,-2%,-1%,2%,?,10%
COc1ccc(/C=N/Nc2ccc(C(=O)O)cc2)cc1Br,-20%,-4%[57.1 µM],7.2%,11%,-33%,0%,-8%[57.1 µM],?,-3%
O=C(c1ccc(C(F)(F)F)cc1)N1CCN(S(=O)(=O)c2ccc3c(c2)OCCCO3)CC1,-1%,-2%,7.0%,15%,-8%,-1%,9%,0%,-1%
O=C(NCc1ccccn1)c1cccc(S(=O)(=O)N2CCCCC2)c1,-7%,-2%,-0.2%,-16%,-4%,-2%,-2%,4%,-10%
CNC(=O)c1c(NC(=O)C2=COCCO2)sc2c1CCCC2,-5%,6%,1.9%,-7%,-14%,-10%,11%,-2%,14%
COc1ccc2c(c1)C(=O)N(c1ccc(C)cc1)C(=O)C2,0%,8%[57.1 µM],-1.6%,5%,?,-12%,2%[57.1 µM],48%[activator],4%
Cc1ccc(Cl)cc1-c1ccc(C=Nc2ccc(N3CCOCC3)cc2)o1,-17%,-7%,15%,3%,-20%,-5%,7%,?,-2%
CCN1CCN(c2sc(S(=O)(=O)CC)nc2S(=O)(=O)c2ccc(Cl)cc2)CC1,-3%,/,/,/,-28%,-2%,/,?,-1%
COC(=O)c1sccc1S(=O)(=O)N(CC(=O)Nc1ccc(C)cc1)c1ccccc1,2%,-1%[57.1 µM],3.4%,-18%,-33%,3%,21%[57.1 µM],0%,12%
CCCCNC(=O)[C@H]1C[C@H]1[C@@H](O)[C@H](CO)NC(=O)[C@H](CC(C)C)NC(=O)OC(C)(C)C,2%,-1%,-2.0%,19%,?,5%,7%,/,-9%
CCCCn1c(SCCN2CCCCC2)nc2c1c(=O)n(C)c(=O)n2C,-4%,/,/,/,-24%,-8%,/,-12%,12%
O=C(N/N=C/c1cc2ccccc2[nH]1)c1ccccc1Cl,-1%,-9%,0.0%,10%,-9%,10%,3%,5%,14%
CN(C)S(=O)(=O)c1ccc(Cl)c(NC(=O)c2ccncc2)c1,0%,-7%,1.2%,-7%,-15%,1%,-12%,20%,4%
CC(=O)Nc1ccc(S(=O)(=O)NCC(=O)OCC(=O)NC23CC4CC(CC(C4)C2)C3)cc1,0%,-11%,3.2%,20%,2%,0%,-11%,8%,1%
Cc1ccc(S(=O)(=O)N2C(=O)[C@@H]3Cc4ccccc4CN3C2=O)cc1,1%,5%,2.1%,-5%,-14%,5%,5%,?,-2%
C/C(=N\NC(N)=S)c1cc(-c2ccccc2)c(-c2ccccc2)s1,0%,3%,1.0%,-17%,-25%,0%,-4%,0%,?
CCN(C(=O)c1cn(CC)c(=O)c2cc(OC)c(OC)cc12)c1ccccc1C,0%,0%,0.2%,-33%,-1%,/,12%,0%,2%
O=C(COC(=O)CN1C(=O)c2ccccc2C1=O)NC1CCCC1,-2%,13%[0.0914 µM],-1.0%,-10%,-21%,-6%,14%[57.1 µM],53%[activator],0%
CCOC(=O)C1=C(O)C(=O)NC(c2ccccc2)=C(OCC)C1,-2%,-4%,-2.7%,-11%,-19%,4%,-20%,?,-2%
C[C@@H](CN=[N+]=[N-])CN1CC[C@H](NC(=O)OCc2ccccc2)CCC1=O,2%&3%,1%&4%,-1.1%,-32%,-4%,1%,20%&25%,-8%,13%
COc1ccc(OCCC(=O)NCc2ccccc2)cc1,-4%,8%,-1.8%,-17%[56.9 µM],-17%,-2%,18%,?,8%
Cc1ccc(OCC(=O)Nc2ccc(C)c(S(=O)(=O)N3CCCCCC3)c2)c([N+](=O)[O-])n1,1%,3%[57.1 µM],0.8%,7%,-23%,-3%,19%[57.1 µM],-2%,-1%
O=C(Nc1nccs1)c1ccc(NC(=O)C2CC=CCC2C(=O)O)cc1 (stereo not given),0%,-5%,1.9%,-34%,-11%,-22%,16%,8%,-7%
CC1CC(C)CN(C(=O)CCCNC(=O)c2ccc(Cl)cc2)C1 (stereo not given),0%,2%,1.5%,13%,-9%,3%,19%,0%,-7%
NS(=O)(=O)c1ccc(CNC(=O)c2ccc(Cl)c([N+](=O)[O-])c2)cc1,-6%,-3%,-5.6%,4%,-10%,0%,9%,0%,-4%
Cc1ccc(OCC(O)CNC2CCCC2)cc1C (stereo not given),-6%,11%,1.2%,-1%,-24%,-22%,28%,?,0%
CCCN1C(=O)C(NC(C)=O)c2ccccc21 (stereo not given),-1%,3%[57.1 µM],0.6%,-3%,-11%,-2%,-7%[57.1 µM],?,0%
CC12CCC(=O)N1C(C(=O)Nc1nc(-c3ccc(F)cc3)cs1)CS2 (stereo not given),-1%,0%,0.3%,-9%,-11%,-26%,10%,2%,-6%
CCS(=O)(=O)c1ncc(Cl)c(C(=O)Nc2c(C(=O)Nc3cccc(C)c3)oc3ccccc23)n1,-1%,6%,3.0%,-7%,-18%,0%,9%,-21%,-19%

Arranged by count of non-hydrogen atoms (rising): part of the list above.
SMILES,Vif-APOBEC3G blk,TrxR1 substrate,RXFP1 ag,RGS4 inhibitor,USP1 inh,Vif-A3F inh,TrxR1 inh,ALOX12 inh,mIDH1 inhibitor
Cc1ccc(OCC(O)CNC2CCCC2)cc1C (stereo not given),-6%,11%,1.2%,-1%,-24%,-22%,28%,?,0%
C[C@@H](CN=[N+]=[N-])CN1CC[C@H](NC(=O)OCc2ccccc2)CCC1=O,2%&3%,1%&4%,-1.1%,-32%,-4%,1%,20%&25%,-8%,13%
CC(=O)Nc1ccc(S(=O)(=O)NCC(=O)OCC(=O)NC23CC4CC(CC(C4)C2)C3)cc1,0%,-11%,3.2%,20%,2%,0%,-11%,8%,1%
